High-throughput results: PubChem, several laboratories
DAT uptake mod: human DAT dopamine uptake with cocaine, either direction; B-score at 10 µM; Q01959; LLC-PK1 hDAT cells, [14C]-dopamine uptake with cocaine IC80; actives deviate in either direction; actives 1.3% (n = 110,000);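 active = Z score or B-score, a plate-position-corrected score, falls beyond the plate's 99.7% confidence bounds, in either direction; inactive = both scores lie inside the 99.7% bounds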;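 also: scored against the spread of the other compound wells on the same plate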
CYP2C9 activ: activators of human CYP2C9. P11712. activation factor at 5 µM. recombinant CYP2C9, luciferin-H conversion, luminescence; active compounds read high; factor 1 = untreated enzyme, 0 = blocked. actives 1.4% (n = 96,000). AID 1024;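 active = activation factor of 2 or more for CYP2C9 at a 5 µM dose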;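 also: 0 = sulfaphenazole-blocked wells and 1 = vehicle-only wells; values of inactives mirror those of a sister screen read the other way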
PostGolgi yeast: growth inhibition of a yeast mutant, post-Golgi transport screen; post-Golgi transport phenotypic cell assay; inhibition, % at 10 µM; actives 0.9% (n = 98,000); AID 739;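 also: yeast cells grown in 1536-well plates; yeast grown about 18 h at 30C before absorbance read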
LYP inh 2: inhibitors of human LYP (PTPN22) phosphatase; AID 640; recombinant LYP catalytic domain, DiFMUP fluorescence; inhibition, % at 2 µM; Q9Y2R2; actives 0.21% (n = 96,000);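 active = inhibition at 2 µM at or above a set limit, the screen mean plus 3 SD, cut at about 24% in these data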;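 also: 0% = DMSO with enzyme and 100% = enzyme fully blocked by orthovanadate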
Target sequence (Q9Y2R2 whole entry, looked up, the tested form may be a part): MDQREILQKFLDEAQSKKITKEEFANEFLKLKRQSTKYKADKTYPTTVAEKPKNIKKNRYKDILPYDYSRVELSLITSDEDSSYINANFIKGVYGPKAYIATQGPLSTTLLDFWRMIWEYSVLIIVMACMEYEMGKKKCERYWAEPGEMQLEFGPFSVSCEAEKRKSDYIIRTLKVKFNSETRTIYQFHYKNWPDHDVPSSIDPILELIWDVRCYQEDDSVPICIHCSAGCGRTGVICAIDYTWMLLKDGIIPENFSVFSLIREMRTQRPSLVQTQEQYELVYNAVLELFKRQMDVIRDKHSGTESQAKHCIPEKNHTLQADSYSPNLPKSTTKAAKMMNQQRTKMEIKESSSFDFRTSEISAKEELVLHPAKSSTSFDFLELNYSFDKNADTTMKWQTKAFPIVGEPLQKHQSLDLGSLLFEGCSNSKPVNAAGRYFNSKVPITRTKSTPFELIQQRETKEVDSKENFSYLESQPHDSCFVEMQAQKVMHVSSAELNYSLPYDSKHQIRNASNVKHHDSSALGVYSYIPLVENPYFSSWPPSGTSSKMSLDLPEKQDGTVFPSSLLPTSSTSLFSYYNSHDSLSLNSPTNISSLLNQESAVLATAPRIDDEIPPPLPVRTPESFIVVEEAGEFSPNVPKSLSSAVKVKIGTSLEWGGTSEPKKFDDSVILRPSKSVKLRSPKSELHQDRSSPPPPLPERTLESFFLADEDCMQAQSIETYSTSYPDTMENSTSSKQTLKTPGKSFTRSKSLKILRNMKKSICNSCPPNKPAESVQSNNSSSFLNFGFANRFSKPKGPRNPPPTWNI
Pyk2 oligo antag: antagonists of human Pyk2 oligomerization. Q14289. Q293 cells, Pyk2 FERM NanoBiT luminescence; active compounds read low. z-score (the deposit names both 25 µM and 10 µM). actives 0.83% (n = 99,000). AID 1347419;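 active = Z-score of -3 or lower, scaled per plate to the spread of control and sample wells; inactive = z-score above -3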;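 also: negative z-score means lost luminescence so less FERM oligomerization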
PostGolgi ctrl: growth of the yeast control strain, post-Golgi counter-screen; inhibition, % at 10 µM; efflux-deficient yeast background strain, growth absorbance A615, 16 h; AID 738; actives 5% (n = 98,000)
CYP2C9 inhib: inhibitors of human CYP2C9. P11712. CYP2C9 Supersomes, luciferin-H conversion, luminescence. actives 20% (n = 96,000). inhibition, % at 5 µM;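 active = blocking of liver enzyme CYP2C9 beyond about 50% at 5 µM, limit read from the data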; also: values of inactives mirror those of a sister screen read the other way
PTPN22 act: activators of human LYP (PTPN22) phosphatase. recombinant LYP, DiFMUP fluorescence; 0 = plate median, 100 = signal doubled. activation, % at 2 µM. actives 0.11% (n = 96,000). AID 697;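 active = activation at 2 µM above a set limit, the mean plus 5 SD, cut at about 37% in these data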
E coli WT exp: blocks growth of wild type E. coli BW25113; growth inhibition, % at 100 µM; actives 0.15% (n = 98,000); OD600 absorbance;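 active = growth inhibition above about 50% at one test dose, limit read from the data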;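 also: growth measured after 20 h incubation at 37 °C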
The depositor's hits bear a star; . = no result given. Rule as the data show it, unless noted: active = inhibition above about 30%; inactive = the rest.

1. Cn1c(-c2c(N)n(CCc3ccccc3)c3nc4ccccc4nc23)nc2ccccc21
2. CSc1nc2c(cnn2-c2ccc(C)c(C)c2)c(=O)[nH]1
3. COc1ccc(-c2ccc(CCC(=O)O)n2C(C)C)cc1
4. O=C(O)c1ccccc1S(=O)(=O)NCC(O)COC1CCCCC1 (centres undefined)
5. COc1ccc(NC(=O)CCNS(=O)(=O)c2ccc3c(c2)CCC(=O)N3)cc1
entry no.	1	2	3	4	5
DAT uptake mod	0.67	-0.46	-0.2	-0.91	0.017
CYP2C9 activ	0	1.2	0.9	1	0.6
PostGolgi yeast	88*	0	2	6	6
LYP inh 2	2	-13	6	-7	-5
Pyk2 oligo antag	0.18	.	-0.34	0.35	1.1
PostGolgi ctrl	78*	-1	5	5	5
CYP2C9 inhib	100*	-24	11	3	41
PTPN22 act	-2	10	-4	6	3
E coli WT exp	-21	-17	0	-4	3

6. O=C1c2ccccc2C(=O)N1Cc1nc2ccccc2c(=O)n1CCCn1ccnc1
7. CCCSc1cc(N2CCN(C)CC2)nc(-c2ccc(OC)cc2)n1
8. Cn1c(=O)[nH]c(=O)c2c1nc(N1CCCCC1)n2CCSc1nc2ccccc2o1
9. CC(=O)c1cc(NC(=O)c2ccc(Cl)cc2)c(=O)oc1/C=C/N(C)C
10. COc1ccccc1CNC(=O)C1CCCN(S(=O)(=O)c2c(C)[nH]c(=O)[nH]c2=O)C1 (centres undefined)
entry no.	6	7	8	9	10
DAT uptake mod	0.73	0.077	-0.92	-1	-0.17
CYP2C9 activ	0.1	0.8	0.9	0.7	0.9
PostGolgi yeast	10	3	2	5	4
LYP inh 2	-11	3	2	-4	4
Pyk2 oligo antag	0.24	-0.74	.	-0.64	0.18
PostGolgi ctrl	4	2	4	3	0
CYP2C9 inhib	92*	15	9	31	8
PTPN22 act	8	-7	-3	0	-4
E coli WT exp	-2	7	-3	6	4

11. CCOc1ccc(NC(=O)CSc2nnc(C3CC3)n2N)cc1
12. c1ccc(-c2ncc(CSc3nncn3-c3ccccc3)s2)cc1
13. C/C(N)=C(/C#N)C(=O)COc1ncnc2ccc(Br)cc12
14. CC(NC(=O)C(NC(=O)C1CCCN1C(=O)OC(C)(C)C)C(C)C)C(N)=O (centres undefined)
15. O=C(Nc1ccccc1C(F)(F)F)c1cc(-c2ccc(O)cc2)on1
entry no.	11	12	13	14	15
DAT uptake mod	0.013	2	-0.16	0.071	0.49
CYP2C9 activ	0.8	1.3	0.9	.	3.3*
PostGolgi yeast	-5	0	6	-1	-10
LYP inh 2	0	8	3	0	7
Pyk2 oligo antag	0.06	0.84	0.92	1.3	-1.4
PostGolgi ctrl	-3	-3	9	2	2
CYP2C9 inhib	16	-26	11	.	-234
PTPN22 act	-2	-6	0	0	-7
E coli WT exp	8	-10	-6	5	-4

16. Cc1cn(C(=O)c2ccccc2)c(=S)n1-c1ccc(Br)cc1
17. O=C(N/N=C\c1ccccn1)C1COc2cc3ccccc3cc2O1 (centres undefined)
18. Cc1nc(N2CCN(C(=O)c3ccco3)CC2)c2c3c(sc2n1)CCC3
19. COC(=O)[C@H]1C2CCC(C(=O)OC)(CC2)[C@H]1C(=O)OC
20. CCn1c(SCC(=O)N2CCCC2)nc2c(c1=O)SC(C)C2 (centres undefined)
entry no.	16	17	18	19	20
DAT uptake mod	0.52	0.98	-0.24	-0.65	-0.7
CYP2C9 activ	.	1	0.1	1	0.8
PostGolgi yeast	.	-4	-4	-1	3
LYP inh 2	-2	13	.	3	.
Pyk2 oligo antag	-1.2	0.13	4.3	-0.48	.
PostGolgi ctrl	.	0	4	-2	22
CYP2C9 inhib	.	-4	86*	4	24
PTPN22 act	0	-9	.	0	.
E coli WT exp	.	-8	-3	0	7

21. CC(=O)c1c(C)[nH]c(C(=O)NC2=NCCS2)c1C
22. CCCCNC(=O)COC(=O)c1ccc(Cl)c(S(N)(=O)=O)c1
23. Cn1c(=O)c(=O)n(C)c2cc(S(=O)(=O)N3CCCCC3)ccc21
24. N#Cc1ccc(-c2csc(NNC(=O)c3ccccc3)n2)cc1
25. O=c1[nH]ncc2c3ccccc3n(Cc3ccccc3)c12
entry no.	21	22	23	24	25
DAT uptake mod	-0.031	0.021	2.1	0.41	1
CYP2C9 activ	0.4	1.5	1.2	1.2	0.8
PostGolgi yeast	17	-7	17	-1	-1
LYP inh 2	1	10	3	0	0
Pyk2 oligo antag	-0.21	-0.64	1.5	0.7	-0.82
PostGolgi ctrl	11	-4	8	5	4
CYP2C9 inhib	64*	-49	-18	-18	21
PTPN22 act	5	-9	0	5	-2
E coli WT exp	-2	4	7	-16	2

26. O=C(c1cc2c(ccc3ccccc32)oc1=O)N1CCN(CCO)CC1
27. O=S(=O)(NCC(c1cccnc1)N1CCN(c2ccc(F)cc2)CC1)c1cccs1 (centres undefined)
28. CCOc1ccc(OCCCC(=O)NC2=NCCS2)cc1
29. Cc1cc(N)ccc1-n1c(C)ccc1C
30. Cn1c(-c2ccc(C(C)(C)C)cc2)n[nH]c1=S
entry no.	26	27	28	29	30
DAT uptake mod	0.21	2.1	-1.9	-0.36	0.76
CYP2C9 activ	.	0.4	0.8	0.6	0.9
PostGolgi yeast	4	78*	-2	-4	2
LYP inh 2	7	.	0	.	-7
Pyk2 oligo antag	.	.	1.6	-0.17	1.8
PostGolgi ctrl	5	55*	7	25	5
CYP2C9 inhib	.	58*	20	36	7
PTPN22 act	-9	.	-4	.	12
E coli WT exp	-7	-2	-9	18	2

Reprinted from the part before: 4 entries, then new ones.
27. O=S(=O)(NCC(c1cccnc1)N1CCN(c2ccc(F)cc2)CC1)c1cccs1 (centres undefined)
28. CCOc1ccc(OCCCC(=O)NC2=NCCS2)cc1
29. Cc1cc(N)ccc1-n1c(C)ccc1C
30. Cn1c(-c2ccc(C(C)(C)C)cc2)n[nH]c1=S
31. O=C1c2ccccc2C(=O)N1CC1c2ccccc2CCN1S(=O)(=O)c1cnc[nH]1 (centres undefined)
32. Cc1cc(NC(=O)c2oc3ccccc3c2C)ccc1-n1cnnn1
33. CCOC(=O)c1ccc(-c2cccc(C(F)(F)F)c2)nc1C
34. CCOC(=O)c1cccc(Nc2nc(C)cc(C)n2)c1
35. C=CCn1c(N)c(-c2nc3ccccc3n2C)sc1=S
entry no.	27	28	29	30	31	32	33	34	35
DAT uptake mod	2.1	-1.9	-0.36	0.76	0.6	1.7	-1.1	-0.66	-0.012
CYP2C9 activ	0.4	0.8	0.6	0.9	0	0.2	0.9	0.9	0.1
PostGolgi yeast	78*	-2	-4	2	0	-8	0	12	-6
LYP inh 2	.	0	.	-7	.	0	8	-4	10
Pyk2 oligo antag	.	1.6	-0.17	1.8	0.52	-0.48	0.45	-0.65	0.11
PostGolgi ctrl	55*	7	25	5	0	34*	3	10	-6
CYP2C9 inhib	58*	20	36	7	97*	77*	11	14	86*
PTPN22 act	.	-4	.	12	.	-2	-6	1	-12
E coli WT exp	-2	-9	18	2	-2	-6	4	-2	-4

36. COC(=O)C1C(O)=C(C(C)=N)C(=O)CC1(C)C (centres undefined)
37. CCN(c1ccccc1)S(=O)(=O)c1ccc(N)cc1
38. CCN1CCN(C(=O)CN(C)S(=O)(=O)c2ccc(OC)c(C)c2)CC1
39. CC(=O)c1c(C)[nH]c(C(=O)OC2CCCCC2=O)c1C (centres undefined)
40. COc1ccccc1Cn1c(-c2ccccc2OC)nc2ccccc21
entry no.	36	37	38	39	40
DAT uptake mod	0.2	-0.46	0.12	0.46	-0.61
CYP2C9 activ	1	2.4*	1.6	0.8	1.1
PostGolgi yeast	4	1	-9	7	6
LYP inh 2	.	3	-1	-4	11
Pyk2 oligo antag	-0.43	.	-0.42	0.72	-2.6
PostGolgi ctrl	10	-3	-6	4	48*
CYP2C9 inhib	-1	-137	-62	18	-6
PTPN22 act	.	-4	4	3	-10
E coli WT exp	-5	7	2	-1	-6

41. CCOCCCNC(=O)CC1Oc2ccc(C)cc2NC1=O (centres undefined)
42. CCOC(=O)c1cccc(NS(=O)(=O)c2ccc(NC(C)=O)cc2)c1
43. CCSc1nnc(NC(=O)C2CC=CCC2C(=O)O)s1 (centres undefined)
44. CCCCNC(=O)C1CCN(C/C(C)=C/c2ccccc2)CC1
45. Cn1c(Cc2ccccc2)nnc1SCC(=O)Nc1ccccc1N1CCOCC1
entry no.	41	42	43	44	45
DAT uptake mod	0.53	-1.5	-0.29	-1.4	0.4
CYP2C9 activ	1.3	0	0.2	1	1.1
PostGolgi yeast	1	-1	2	2	3
LYP inh 2	.	7	0	-8	4
Pyk2 oligo antag	.	-0.88	-0.51	1.6	0.13
PostGolgi ctrl	7	2	1	8	5
CYP2C9 inhib	-28	98*	79*	-3	-8
PTPN22 act	.	-5	-3	8	-6
E coli WT exp	1	6	2	4	-1

46. O=C(COc1ccc(Cl)cc1)N1CCN(S(=O)(=O)c2ccccc2)CC1
47. O=C(NCCc1c[nH]c2ccccc12)C1Cc2ccccc2CN1C(=O)c1ccco1 (centres undefined)
48. COc1ccc(O)c(-c2[nH]ncc2C(=O)c2ccccc2C)c1
49. O=C(CSc1nnnn1-c1ccc(Cl)cc1)N1CCc2ccccc2C1
50. O=C(O)C1NCCc2ccccc21 (centres undefined)
entry no.	46	47	48	49	50
DAT uptake mod	0.51	0.86	0.29	0.86	-1.3
CYP2C9 activ	0.8	0.4	0.1	0.6	0.3
PostGolgi yeast	-5	2	20	19	-1
LYP inh 2	-11	3	6	-2	-3
Pyk2 oligo antag	1.4	-0.24	-2.2	2.5	-0.05
PostGolgi ctrl	5	7	7	38*	6
CYP2C9 inhib	24	63*	87*	37	74*
PTPN22 act	8	0	-8	-1	1
E coli WT exp	-7	-5	-1	-16	-1

51. Cc1ccc(C)c(NC(=S)N2CCN(c3cccc(C(F)(F)F)c3)CC2)c1
52. CCOc1ccc(S(=O)(=O)NCCCN2CCOCC2)cc1
53. Cc1c(Cc2c(Cl)cccc2Cl)c(=O)ccn1C(C)c1ccccc1 (centres undefined)
54. CN(CC(=O)NCCCN1CCOCC1)S(=O)(=O)c1ccc(Br)cc1
55. Cc1c(Cl)cccc1N1CC(C(=O)Nc2nccs2)CC1=O (centres undefined)
entry no.	51	52	53	54	55
DAT uptake mod	0.04	-0.8	1.3	-0.1	1.7
CYP2C9 activ	1	1.2	0.6	1.1	1.1
PostGolgi yeast	-5	-2	4	-3	-6
LYP inh 2	7	-10	-2	-9	0
Pyk2 oligo antag	0.2	0.21	-1.1	0.15	-0.48
PostGolgi ctrl	4	15	20	12	17
CYP2C9 inhib	-3	-24	45	-6	-14
PTPN22 act	-4	11	5	8	-2
E coli WT exp	-3	5	9	5	-4

Along the list, as entered above:
CYP2C9 inhib, compounds 51 to 55: -3, -24, 45, -6, -14
DAT uptake mod, compounds 51 to 55: 0.04, -0.8, 1.3, -0.1, 1.7

More compounds:
56. COc1ccc(C(c2sc3nc(C)nn3c2O)N2CCN(CCO)CC2)cc1OC (centres undefined)
57. COc1ccc(-c2nc(CSCC(=O)NCCC3=CCCCC3)c(C)o2)cc1OC
58. CCN(CC)/C(=N/O)NC(=O)NS(=O)(=O)c1ccc(C)cc1
59. Cc1cccc(NC(=O)COc2ccccc2)c1
60. CC(=O)N1C(=O)N(C)C2C1N(C)C(=O)N2C(C)=O (centres undefined)
61. COC(=O)c1ccc(NC(=O)c2ccccc2N(C)S(=O)(=O)c2ccccc2)cc1
62. CNC(=O)NC(=S)NC(=O)c1ccc(OC)cc1
63. CCC(=O)Nc1ncc2c(n1)CC(c1ccco1)CC2=O (centres undefined)
entry no.	56	57	58	59	60	61	62	63
DAT uptake mod	-1.2	2.5	-0.25	-0.52	-1.5	.	-0.13	-0.032
CYP2C9 activ	1	0.5	1.2	0.8	1	0.9	1	.
PostGolgi yeast	-6	-8	18	-4	3	10	-17	.
LYP inh 2	.	-3	-1	-4	-6	-1	2	8
Pyk2 oligo antag	.	-0.83	0.33	0.48	.	-2.4	0.75	-0.45
PostGolgi ctrl	3	19	2	8	13	0	-2	.
CYP2C9 inhib	2	46	-17	21	-4	15	4	.
PTPN22 act	.	6	2	3	5	1	1	-8
E coli WT exp	2	-7	-1	3	-8	-4	3	.
